# Assay outcomes from PubChem.
# pAkt inh: inhibitors of Akt phosphorylation | 360,000 compounds, 0.32% hits | activity change, % for hits at 50 µM | Neuro2A IGF-stimulated pAkt S473 HTRF, 20 min; hits give low values; in the data active = activity change below about -80%; inconclusive = mostly about -51% to -80%; note: % is set by controls: 0 for no effect and ±100 for the full control effect
#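 Neuro2A cells (4,500/well, DMEM with 0.5% FBS) were treated with compound at a single 50 µM final concentration, stimulated with 6 nM IGF for 20 min at 37 °C, and lysed. Phospho-Akt Ser473 was read by HTRF as 665/615 ratio ×10^4.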
# FUS suppressor: suppressors of FUS proteinopathy in yeast; S. cerevisiae FUS-expressing, growth rescue, OD600, 24 h; Potency, µM (highest dose often 76.6 µM), for inactives: at the top dose growth rescue (activation), hits mostly activators; 390,000 compounds, 0.24% hits;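 note: potency is the fitted concentration of half-maximal effect; plate controls were DMSO vehicle for no effect and reference control for full effect; nearly all actives have a fitted effect of over 55% in size; some results filed as inactive show a strong effect at the top dose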
#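 Absorbance at 600 nm, taken 24hr after compound addition, measured rescue of FUS-yeast growth at 30C. Induction used 2% galactose with seeding at OD 0.005. Controls: CP55940 from 92uM final, DMSO only.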
# GLP1R cytotox: cytotoxicity in counter-screen for GLP-1R inverse agonists; 410,000 compounds, 0.13% hits; Potency, µM (doses to about 38.3 µM), without a hit: at the highest dose activity change, negative = inhibition, hits mostly inhibitors; HEK293 cAMP-luciferase reporter cells, luminescence, 24 h;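 note: loss of luciferase light is scored as toxicity; potency is the fitted concentration of half-maximal effect; % is set by controls: 0 for no effect and ±100 for the full control effect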
#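 MLSMR compounds, 24 hr on cells at 37 deg C/5% CO2; luminescence after luciferase reagent (12 min RT). Inhibition counted as the undesired cytotoxic outcome.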
# TDP43 rescue: inhibitors of TDP-43 toxicity in yeast; TDP-43 expressing yeast growth rescue, BacTiter-Glo, 24 h; Potency, µM (doses to about 46.1 µM), for the others: top-dose growth rescue (activation), hits mostly activators; 410,000 compounds, 1.8% hits; note: potency is the fitted concentration of half-maximal effect; % of control where 0% means no effect; nearly all actives have a fitted effect of over 50% in size
#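 Luminescence from BacTiter-Glo reports growth of TDP-43-expressing yeast after 24 hr at 30 deg C with compound. Cells were raffinose-pregrown to mid-log, then seeded in galactose medium at OD600=0.02.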
# PTHR1 ag: activates the human parathyroid hormone receptor PTHR1 | 410,000 compounds, 0.075% hits | HEK293 GP2 PTHR1 cells, GloSensor cAMP luminescence, 1 h | AID 743266 | Q03431 | Potency, µM (titrated, usually from 115 µM), for inactives: at the top dose activation, usual class: activators; note: potency is the fitted concentration of half-maximal effect; nearly all actives have a fitted effect of over 55% in size; some results filed as inactive show a strong effect at the top dose; inactives centre near -15; many of its hits are not listed in these tables
# Target sequence (Q03431 whole entry, looked up): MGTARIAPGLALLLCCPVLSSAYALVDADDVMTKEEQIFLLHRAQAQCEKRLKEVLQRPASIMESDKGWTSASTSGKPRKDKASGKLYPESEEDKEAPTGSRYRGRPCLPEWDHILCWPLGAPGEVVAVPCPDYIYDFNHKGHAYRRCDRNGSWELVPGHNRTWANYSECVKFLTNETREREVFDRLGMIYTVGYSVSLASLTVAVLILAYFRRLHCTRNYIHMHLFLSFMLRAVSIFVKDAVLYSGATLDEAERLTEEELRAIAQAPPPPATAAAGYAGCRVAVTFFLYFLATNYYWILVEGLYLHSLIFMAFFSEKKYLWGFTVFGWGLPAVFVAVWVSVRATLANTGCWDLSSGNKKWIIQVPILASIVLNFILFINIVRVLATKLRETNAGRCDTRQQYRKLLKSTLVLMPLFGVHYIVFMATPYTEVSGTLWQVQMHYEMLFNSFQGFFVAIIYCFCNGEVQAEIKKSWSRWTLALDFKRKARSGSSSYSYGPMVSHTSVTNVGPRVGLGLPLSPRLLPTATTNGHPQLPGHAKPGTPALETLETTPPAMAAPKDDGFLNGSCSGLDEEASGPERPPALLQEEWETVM
#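 HEK-293-derived GP2 cells expressing PTHR1 and a GloSensor cAMP reporter, 3,000/well, plated overnight, given luciferin plus IBMX (each 0.5 mM as added) for 1 h at 37 °C, then compound for 1 h at 37 °C. Luminescence was read after 15 min at room temperature.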
# GLP1R inv ag: inverse agonists of human GLP-1 receptor; AID 624417; HEK293 GLP-1R CRE-luciferase, luminescence, 24 h; GLP-1R form is constitutively active; 410,000 compounds, 1.6% hits; Potency, µM (highest dose often 38.3 µM), inactives show top-dose activity change, negative = inhibition, usual class: inhibitors; P43220; note: potency is the fitted concentration of half-maximal effect; % is set by controls: 0 for no effect and ±100 for the full control effect; nearly all actives have a fitted effect of over 55% in size
# Target sequence (P43220 whole entry, looked up): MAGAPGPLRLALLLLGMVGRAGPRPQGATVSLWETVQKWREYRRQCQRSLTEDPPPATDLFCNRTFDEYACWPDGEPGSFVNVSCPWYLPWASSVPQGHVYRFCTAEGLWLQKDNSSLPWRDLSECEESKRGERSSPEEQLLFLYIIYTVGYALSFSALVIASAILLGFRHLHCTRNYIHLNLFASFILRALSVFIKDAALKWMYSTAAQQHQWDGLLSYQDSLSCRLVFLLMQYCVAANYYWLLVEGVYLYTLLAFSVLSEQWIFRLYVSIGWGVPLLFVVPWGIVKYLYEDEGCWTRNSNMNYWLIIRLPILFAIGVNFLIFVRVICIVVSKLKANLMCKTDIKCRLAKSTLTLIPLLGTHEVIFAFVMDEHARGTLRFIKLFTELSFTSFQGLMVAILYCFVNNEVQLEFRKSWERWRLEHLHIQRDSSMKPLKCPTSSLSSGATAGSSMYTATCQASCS
#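 Using stably transfected HEK293 (constitutively active GLP-1R, cAMP-luciferase reporter), compounds were incubated 24 hr and luciferase measured by luminescence.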
# Mm-Cpn inhibitor: blocks the Methanococcus maripaludis chaperonin Mm-Cpn. Potency, µM (series often up to 76.9 µM), for the others: at the highest dose activity, negative = inhibition, hits mostly inhibitors. 330,000 compounds, 0.031% hits. purified Mm-Cpn ATPase, ADP Transcreener TR-FRET. AID 504842; note: potency is the fitted concentration of half-maximal effect; % is set by controls: 0 for no effect and ±100 for the full control effect; nearly all actives have a fitted effect of over 80% in size
#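 TR-FRET (320 nm excitation; 590 and 665 nm emission) reports ADP made from 10 uM ATP by 25 nM enzyme; compounds were preincubated 10 min, reaction run 30 min, both at 37°C.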
# Abeta rescue: restores growth of yeast expressing A-beta42 peptide. 410,000 compounds, 0.063% hits. yeast expressing A-beta42, growth rescue, OD600, 48 h; response scale: 0% DMSO, 100% iron-clioquinol control. AID 1347071. Potency, µM (doses to about 46.1 µM), without a hit: at the top dose growth rescue, actives largely listed as activators; note: potency is the fitted concentration of half-maximal effect; nearly all actives have a fitted effect of over 55% in size
#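 Yeast A-beta toxicity model in growth medium with pinned compounds, 48 h at 30 C; growth read as absorbance at 600 nm. Normalized to FeCl3/clioquinol equimolar mix (positive) and DMSO (negative).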
# aSyn yeast inh: alpha-synuclein toxicity inhibition in yeast | Potency, µM (highest dose often 46.1 µM), for the others: at the highest dose growth rescue (activation), actives largely listed as activators | Yeast expressing alpha-synuclein, growth rescue, BacTiter-Glo, 24 h | 370,000 compounds, 0.14% hits; note: potency is the fitted concentration of half-maximal effect; % of control where 0% means no effect; nearly all actives have a fitted effect of over 65% in size
#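 Galactose-induced alpha-syn yeast (OD600=0.02, raffinose-pregrown) + pinned cpd, 24 hr, 30 deg C; growth by BacTiter-Glo luminescence. Growth restoration scores as activation.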
# * = called active by the depositor; i = inactive; ? = inconclusive; / = no result given; & = joins results of further samples; [ ] = another dose, or the depositor's remark. Unless noted, calls come from the whole dose curve; as a rule, active = well fitted curve in the direction sought with a large enough effect; inconclusive = small, poorly fitted or top-dose-only effect, or another doubt; inactive = no such curve, though single readings can be large; an effect the other way counts as inactive or inconclusive. Not all compounds are listed; the hit share may differ from the screen's.
SMILES,pAkt inh,FUS suppressor,GLP1R cytotox,TDP43 rescue,PTHR1 ag,GLP1R inv ag,Mm-Cpn inhibitor,Abeta rescue,aSyn yeast inh
CCCCCCN1C[C@@H](O)[C@H](n2cc(-c3ccc(F)cc3)nn2)C[C@@H]1c1ccccc1,i,-12%,-8%,2%,-8%,?,/,5%,12%
COc1ccc(-c2cc(=O)oc3cc(OC(C)C(=O)NC4CC4)ccc23)cc1 (stereo unspecified),i,-15%,1%,0%,-9%,4%,-8%,-1%,4%
COc1ccc(C(=O)N/N=c2\oc3ccccc3cc2C(=O)NCc2ccccc2)cc1,i,18%,-27%,-4%,i,7%,0%,-6%,1%
CC(C)c1ccc(NC(=O)COC(=O)[C@H](CCC(N)=O)NC(=O)c2ccc(F)cc2)cc1,i,29%,-11%,0%,i,5%,-1%,16%,4%
C/C(=C\C(=O)c1ccc(C)o1)Nc1ccc2c(c1)OCO2,i,4%,-12%,-11%,-40%[57.5 µM],0%,0%,10%,-1%
CCc1ccc(OC(C)C(=O)Nc2ccc(S(=O)(=O)Nc3cc(C)on3)cc2)cc1 (stereo unspecified),i,21%,2%,-14%,-12%,-14%,0%,12%,0%
CC(C)NCc1nnc(-c2ccc(Cl)cc2)o1,i,-29%,-5%,-1%,-14%,3%,1%,-13%,-6%
COCCn1c(=NC(=O)c2ccco2)sc2cc(C(=O)OC)ccc21,i,/,-9%,2%,i,13%,0%,11%,-8%
O=C1CC2(CCN(C(=O)c3c(F)cccc3F)CC2)Oc2ccccc21,i,-9%,5%,?,i,-26%,-2%,2%,-1%
O=C(c1ccco1)N1CCc2ccccc21,i,-6%,9%,2%,-64%[inhibitor],1%,0%,-14%,2%
CCS(=O)(=O)N1Cc2ccccc2CC1C(=O)NCCc1c[nH]c2ccccc12 (stereo unspecified),i,?,18%,-11%,-16%,-21%,0%,-5%,-1%
COc1ccccc1NC(=O)Cc1csc(NC(=O)c2ccccc2)n1,i,7%,4%,?,-39%[inhibitor],-1%,-1%,10%,4%
O=C(NC12CC3CC(CC(C3)C1)C2)c1cccc([N+](=O)[O-])c1,i,-7%,-3%,27%,i,?,0%,19%,3%
CC(C)Oc1ccc(C(=O)Nc2nc3c(s2)CC(C(C)(C)C)CC3)cc1 (stereo unspecified),/,8%,-13%,-11%,-3%,-44%,/,0%,/
O=C(c1ccc([N+](=O)[O-])o1)N1CCN(c2nc3ccc(F)cc3s2)CC1,i,29%,-3%,14%,-13%,8%,-2%,-75%[inhibitor],-1%
COc1ccc(N2C(=NC(=O)CCC3CCCC3)SC3CS(=O)(=O)CC32)cc1 (stereo unspecified),i,-19%,-31%,5%,i,21%,-1%,/,-4%
O=C(CSc1nc(O)cc(=O)[nH]1)N1CCCc2ccccc21,i,17%,16%,-19%,-7%,-11%,0%,18%,-1%
O=C(Cc1ccccc1)Nc1nnc(-c2ccccc2)o1,i,-22%,-8%,0%,14%,-1%,1%,25%,4%
CN(CC(=O)Nc1ccc(OC(F)(F)F)cc1)S(=O)(=O)c1cnc[nH]1,i,-18%,-5%,-3%,-15%,6%,0%,1%,-5%
Cc1ccc(CN2C(=O)CCC2C(=O)NCCCN2CCOCC2)cc1 (stereo unspecified),i,-17%,-5%,-6%,-19%[57.5 µM],-15%,0%,11%,-4%
CC(=O)c1c(C)n([O-])c2ccccc2[n+]1=O,i,5%,5%,?,-28%[57.5 µM],1%,0%,4%,-11%
CC(C)N(C)CCOC(=O)C1COc2ccccc2O1 (stereo unspecified),i,-11%,1%,17%,29%,9%,1%,?,2%
Fc1ccc(-n2ncc3c(N4CCC(Cc5ccccc5)CC4)ncnc32)cc1,/,-27%,1%,0%,-28%,0%,/,-1%,/
Cc1ccc(C)c(C2=CSC3=NS(=O)(=O)CCN23)c1,i,11%,-3%,14%,i,8%,2%,8%,1%
Nc1ncc(C(=O)O)c(-c2ccccc2)n1,i,/,-10%,-24%,i,14%,/,-14%,3%
Cc1c(C2(O)CCCCC2)[nH]c2ccc(C(F)(F)F)cc12,i,-3%,-13%,3.5µM*,-4%,?,-2%,-77%[inhibitor],-62%[inhibitor]
O=S(=O)(c1cccc(S(=O)(=O)N2CCCC2)c1)N1CCCCC1,i,2%,-3%,-1%,-4%,-26%,0%,3%,2%
CCSc1nnc(-c2ccccc2N)c(=O)[nH]1,i,16%,6%,-5%,-14%[57.5 µM],0%,-4%,-4%,-10%
CN1CCN(S(=O)(=O)c2ccc(Br)s2)CC1,i,5%,5%,5%,i,3%,0%,10%,5%
Cc1ccccc1N1C(=O)C2C3CC(=O)C(c4ccccc43)C2C1=O (stereo unspecified),i,/,6%,-6%,-2%,20%,1%,0%,2%
CCOC(=O)c1c(C)[nH]c(C)c1S(=O)(=O)N1CCC(C(=O)Nc2cc(Cl)ccc2OC)CC1,/,?,0%,20%,-36%[inhibitor],-17%,/,-7%,/
COc1cc(-c2noc(C)c2C#Cc2ccccn2)cc(OC)c1OC,i,24%,19%,22%,-25%,?,1%,-3%,0%
CCOC(=O)c1c(C)oc2nc(C)nc(Nc3cc(C)cc(C)c3)c12,/,-25%,7%,4%,?,11%,/,-16%,/
O=C(Nc1ccc(Cl)cc1Cl)NC1CCCC1,i,31%,-9%,-4%[0.397 µM],1%,-19%,-2%,3%,0%
O=C1/C(=C\c2ccco2)NC(=S)N1c1ccccc1,i,?,?,-35%[inhibitor][0.397 µM],-50%[inhibitor],20%,0%,?,0%
O=C(Cc1c(F)cccc1Cl)Nc1ccc(-n2cnnn2)cc1,i,9%,1%,-1%,-8%,-25%,-3%,-9%,14%
CC1(C)Oc2ccc3ccc(=O)oc3c2/C(=C/Nc2ccc(O)cc2)C1=O,i,4%,9%,?,i,35%,-6%,-13%,-9%
CCC(CCC(=O)NNC(=O)Cc1ccc([N+](=O)[O-])cc1)C(=O)O (stereo unspecified),i,20%,-2%,11%,i,1%,0%,/,5%
Cc1ccc(-c2c(C(=O)N/N=C/c3ccsc3)nnn2-c2nonc2N)cc1,i,25%,-7%,-7%,-13%,-27%,0%,12%,-1%
COc1ccc(-c2nc3ccc(NS(=O)(=O)c4ccccc4)cc3o2)cc1,/,26%,-3%,16%,-4%,?,/,5%,/
O=C(O)C1C2CC2CN1C(=O)c1ccc(Cl)cc1Cl (stereo unspecified),i,0%,1%[7.66 µM],-23%[9.22 µM],-22%,-24%[7.66 µM],0%,-25%,-1%
O=C(NCc1ccco1)c1ccc2c(c1)N(Cc1ccccc1)C(=O)CS2,i,/,-15%,29%,-30%,-24%,-1%,20%,14%
CC(=O)N1CCc2c(sc(NC(=O)C3CCCN3S(=O)(=O)c3cccs3)c2C(N)=O)C1 (stereo unspecified),i,38%,22%,2%,-4%,0%,-5%,11%,2%
O=C(c1ccco1)N1CCN(c2cc(N3CCOCC3)c(F)cc2[N+](=O)[O-])CC1,i,6%,-2%[7.66 µM],10%[9.22 µM],-39%[inhibitor],3%[7.66 µM],1%,7%,2%
CCNc1nc(NCC)nc(C(=O)Nc2ccccc2)n1,i,-2%,-5%,-18%,-4%[57.5 µM],2%,1%,2%,-14%
CCOc1cc(N2CCOCC2)c(OCC)cc1NC(=O)c1ccc(NC(C)=O)cc1,i,16%,10%,19%[9.22 µM],-20%,-5%,0%,-16%,-6%
CCN(C(=O)COC(=O)/C=C/c1ccco1)c1c(N)n(Cc2ccccc2)c(=O)[nH]c1=O,i,2%,10%,-3%,-13%,8%,-1%,-15%,-2%
O=C1CC2(CC(c3ccc(Cl)cc3)=NO2)C(=O)N1c1ccccc1 (stereo unspecified),i,11%,0%,2%,i,-4%,1%,-2%,9%
CCc1cccc(C)c1NC(=O)CSc1ncn[nH]1,i,11%,9%,-5%,i,-1%,-1%,-10%,-2%
O=C(NCCCNC(=O)c1ccco1)c1ccc(Cl)c(Cl)c1,i,11%,-16%,-7%,-5%,5%,-1%,0%,7%
Cc1nc(C(F)(F)F)ccc1C(=O)Nc1ccccc1N1CCOCC1,i,12%,3%,9%,-9%,5%,1%,-9%,-1%
COc1ccc(C(=O)C[n+]2cc(-c3ccc(OC)cc3)n3c2CCCC3)cc1,i,12%&-14%,-7%&-21%,-12%&-15%,-1%&-45%,?,1%&-2%,9%&-5%,0%&-5%
COc1cccc(-c2nc(S(=O)(=O)c3ccc(C)cc3)c(NCc3ccccc3)o2)c1,/,20%,0%,-6%,i,-32%,/,-19%,/
CCCCCCn1c(=O)n2n(c1=O)C[C@]1(OC(=O)NCc3ccco3)CN(S(=O)(=O)c3ccc(C)cc3)C[C@]1(O)C2,i,40%,-13%,0%,-93%[inhibitor],?,/,4%,1%
Cc1oc2c(c(C)cc3oc(=O)c(CC(=O)NCc4ccccc4)c(C)c32)c1C,/,-29%,2%,5%,i,2%,/,-19%,/
CCc1cccc(C)c1NC(=O)c1cccc(C(=O)Nc2c(C)cccc2CC)c1,/,-10%,-4%,0%,-13%,-9%,/,-2%,/
